697 NFkB inh: inhibitors of PMA/ionomycin-induced NF-kB reporter, 697 cells, primary screen, B-cell NF-kB inhibitor project, cell-based, luminescence, uHTS. 697 B-cell NF-kB luciferase reporter, 16 h. inhibition, % at 4 µM. hit rate 0.33% among 330,000. AID 435022, 2010; in the data active = inhibition above about 35%
CHOP UPR activ: activators of apoptotic CHOP UPR arm, primary screen, cell-based, CHO-CHOP luciferase reporter, luminescence, uHTS | UPR activation; percent of tunicamycin response over DMSO baseline | activation, % at 10 µM | hit rate 0.34% among 330,000 | AID 449763, 2010;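 active = at 10 µM dose, activation of 40% or more, normalized to positive control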;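 note: 100% = tunicamycin at 10 µg/mL and 0% = DMSO alone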
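assay system = CHO CHOP reporter cells | amount = 500 CHO-CHOP cells per well | buffer or medium = F12 with 10% FBS | incubation = 16-18 h cell attachment, then 6 h compound exposure, 37 °C | detection = luminescence read with Steady-Glo | read-out = percent activation relative to tunicamycin control | controls = tunicamycin high control, DMSO low control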
EBI2 block: EBI2 receptor antagonists, beta-arrestin recruitment, primary screen, cell-based, luminescence, 7a,25-OHC stimulation, uHTS | hit rate 0.81% among 360,000 | inhibition, % at 5 µM | 7a,25-OHC stimulated; in the data active = inhibition above about 38%;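 note: enzyme fragment complementation signal reports receptor beta-arrestin coupling in cells; 0% = agonist plus DMSO wells and 100% = wells without agonist; some results beyond the cut were filed as inactive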
Target sequence (P32249 whole entry, looked up, the tested form may be a part): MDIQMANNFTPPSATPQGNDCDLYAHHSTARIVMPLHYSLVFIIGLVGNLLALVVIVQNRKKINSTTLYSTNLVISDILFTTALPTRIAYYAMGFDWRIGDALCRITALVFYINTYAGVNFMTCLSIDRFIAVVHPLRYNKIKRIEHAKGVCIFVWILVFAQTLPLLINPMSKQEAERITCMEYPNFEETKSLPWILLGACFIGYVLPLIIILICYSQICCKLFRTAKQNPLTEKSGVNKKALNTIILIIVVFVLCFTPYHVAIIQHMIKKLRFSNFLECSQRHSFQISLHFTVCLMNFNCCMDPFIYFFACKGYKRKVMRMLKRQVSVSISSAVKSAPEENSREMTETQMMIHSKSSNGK
Jurkat NFkB inh: inhibitors of induced NF-kB luciferase reporter, primary screen, TCR NF-kB activation inhibitor project, cell-based, luminescence, uHTS; Jurkat, PMA/ionomycin-induced NF-kB luciferase reporter; inhibition, % at 4 µM; hit rate 0.53% among 330,000; in the data active = inhibition above about 50%
UPR XBP1 act: activators of adaptive XBP1 UPR arm, primary screen, cell-based, CHO-XBP1 luciferase reporter, luminescence, uHTS | AID 463104, 2010 | activation, % at 20 µM | hit rate 0.33% among 330,000 | IRE1-XBP1 UPR activation; percent of tunicamycin response, DMSO as zero;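 active = versus positive control, 20 µM dose yields 30% or more activation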;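 note: 100% = tunicamycin at 10 µg/mL and 0% = DMSO only wells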
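Assay system: CHO-XBP1 luciferase reporter cells; Schedule: 6 h treatment, 37 °C; Detection: glow luminescence from Steady-Glo reagent; Benchmarks: high control tunicamycin 10 µg/mL final, low control DMSO vehicle only.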
Gli-Sufu block: Gli-Sufu pathway antagonists, primary screen, luciferase luminescence, Sufu-KO-LIGHT cells, uHTS; Sufu-KO-LIGHT fibroblasts, Gli luciferase reporter luminescence; inhibition, % at 5 µM; hit rate 0.74% among 340,000; AID 588413, 2011;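 active = inhibition above about 55%, limit read from the data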;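 note: 0% = DMSO-treated cells and 100% = wells with medium but no cells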
CXCR6 block: CXCR6 receptor inhibitors, primary screen, cell-based, beta-arrestin, luminescence, CHO-K1 PathHunter, 1536-well | C-X-C chemokine receptor type 6 (Homo sapiens), O00574 | inhibition, % at 20 µM | hit rate 0.36% among 360,000; in the data active = inhibition above about 34%, passing the limit was not always enough;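 note: antagonist mode with CXCL16 agonist at 10 nM final; 0% = 10 nM CXCL16 with DMSO and 100% = unstimulated wells without agonist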
Mdm2-MdmX inh: inhibitors of human Mdm2-MdmX association, primary screen, cell-based, luminescence, split luciferase, SaOS-2, uHTS; Protein Mdm4 (Homo sapiens) + E3 ubiquitin-protein ligase Mdm2 (Homo sapiens), …; SaOS-2 split-luciferase Mdm2/MdmX complementation; inhibition, % at 8 µM; hit rate 3% among 330,000; AID 485346, 2010;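 active = inhibition of at least 50% at 8 µM in the primary screen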
CCR6 antagonist: CCR6 receptor antagonists, primary screen, cell-based, CHO-K1, luminescence, beta-arrestin, uHTS. C-C chemokine receptor type 6 (Homo sapiens), P51684. CHO-K1 CCR6 PathHunter beta-arrestin, CCL20-stimulated. inhibition, % at 20 µM. hit rate 0.49% among 340,000. AID 493098, 2011;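 active = compounds whose inhibition of the agonist-driven luminescence signal at 20 µM reaches about 50%, limit read from the data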;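 note: cells stimulated with CCL20 at 14 nM final; plate controls were DMSO with CCL20 for no effect and DMSO without agonist for full effect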
Target sequence (P51684 whole entry, looked up): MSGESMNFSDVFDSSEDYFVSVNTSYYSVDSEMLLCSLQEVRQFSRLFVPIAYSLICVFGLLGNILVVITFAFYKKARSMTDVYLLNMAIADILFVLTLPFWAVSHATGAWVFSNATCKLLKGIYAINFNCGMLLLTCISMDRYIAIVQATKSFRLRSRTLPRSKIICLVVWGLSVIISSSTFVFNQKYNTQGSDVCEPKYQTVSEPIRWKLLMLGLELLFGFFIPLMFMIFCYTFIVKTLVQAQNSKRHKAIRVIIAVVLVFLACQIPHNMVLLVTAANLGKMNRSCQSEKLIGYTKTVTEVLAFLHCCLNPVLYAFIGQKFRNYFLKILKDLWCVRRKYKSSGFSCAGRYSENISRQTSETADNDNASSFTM
* = called active by the depositor; . = not tested or not shown; & = joins results of further samples.

1) COc1ccc(-c2c[n+](CC(=O)c3cccs3)c3n2CCC3)cc1
2) O=C(NCC1CCCO1)C1CCCN(c2ncccn2)C1 (stereo unspecified)
3) COC(=O)C1=NN(C(=O)c2ccc(C)cc2)C(O)(c2ccc(Cl)cc2)C1 (stereo unspecified)
4) COc1ccc(-c2nnn(CC(=O)N(CCN3CCOCC3)C(C(=O)NC3CCCC3)c3ccco3)n2)cc1 (stereo unspecified)
5) CSc1nc(C)c2cc(C)oc2n1
6) COC(=O)c1ccc(NC(=O)Nc2ccc(F)c(Cl)c2)cc1
7) Cc1ccc(OCC(=O)Nc2ccon2)c([N+](=O)[O-])c1
8) COc1ccc(N(C(C)C(=O)N/N=C/c2ccc(OCC(C)C)cc2)S(C)(=O)=O)cc1 (stereo unspecified)

entry no.,1,2,3,4,5,6,7,8
697 NFkB inh,-5,4,24,8,-4,1,-1,1
CHOP UPR activ,1.6,1.4,0.2,1.6,0.2,3.9,6.4,0.4
EBI2 block,-13,-5,.,-4,0,-4,7,-3
Jurkat NFkB inh,13,3,10,-1,8,-27,-36,8
UPR XBP1 act,-4,2,-2,0,-4,0,-3,-1
Gli-Sufu block,6,3,-3,8,-5,-15,-5,6
CXCR6 block,-2,-8,.,-1,5,-17,-4,-7
Mdm2-MdmX inh,35,-16,-2,-1,9,37,5,15
CCR6 antagonist,2,-18,16,6,-1,4,10,2

9) CC(Nc1nc(-c2cccc(Br)c2)cs1)c1nc2cc(Cl)c(N3CCCCC3)cc2n1CCOCCO (stereo unspecified)
10) CCCc1cc(=O)[nH]c(SCC(=O)c2c(N)n(CC(C)C)c(=O)n(C)c2=O)n1
11) Cc1cc2oc(=O)cc(CN3CCC(C)CC3)c2cc1C
12) O=C(O)CCN1C(=O)c2ccc(NC(=O)c3cccs3)cc2C1=O
13) CCCCOc1ccc(-c2ncc(Cl)cn2)cc1
14) N#CCCn1cc(C=C(C#N)C#N)c(-c2ccc(-c3ccccc3)cc2)n1
15) Cc1ccc(C)c(-n2nnnc2SCC(=O)NCC2CCCO2)c1 (stereo unspecified)
16) Nc1c2c(nc3ccccc13)CCCC2

entry no.,9,10,11,12,13,14,15,16
697 NFkB inh,-5,14,-22,8,-133,-5,16,4
CHOP UPR activ,2.6,0.0,3.8,-2.2,2.5,6.2,1.0,0.0
EBI2 block,18,5,10,-7,5,13,-4,-2&2
Jurkat NFkB inh,21,5,-26,-7,-137,-2,9,7
UPR XBP1 act,-1,1,4,2,-3,-2,8,-5
Gli-Sufu block,25,-23,-15,5,-89,-15,4,6&-4
CXCR6 block,-4,1,2,8,8,16,-14,9&10
Mdm2-MdmX inh,29,37,-8,-12,-50,31,-13,3
CCR6 antagonist,0,1,16,7,0,6,11,24&2

17) O=C(N/N=C/c1cc([N+](=O)[O-])ccc1O)c1cccc(N2CCCC2=O)c1
18) C/C(=N\Nc1ccccc1[N+](=O)[O-])c1ccc(N2CCOCC2)cc1
19) Cc1nc(SCC(=O)Nc2ccc(N3CCOCC3)cc2)nc(C)c1C
20) CCN1C(=O)/C(=C/C=C2/Sc3ccccc3N2CCO)SC1=S
21) O=C(CN1CCc2ccccc21)NC(c1ccccc1)c1ccccc1
22) O=C(N=C1SC2CS(=O)(=O)CC2N1c1ccc(Br)cc1Cl)C1CC1 (stereo unspecified)
23) CC(C)CC(=O)NC(=S)Nc1ccc(Cl)cn1
24) CCCN(CCC)C(=O)c1oc2ccccc2c1NC(=O)Cc1cccc(OC)c1

entry no.,17,18,19,20,21,22,23,24
697 NFkB inh,-34,-56,-3,15,14,7,-29,-7
CHOP UPR activ,6.3,4.4,-4.9,0.4,0.3,0.3,1.6,-0.6
EBI2 block,2,-7,0,-1,-7,-1,-4,-1
Jurkat NFkB inh,-6,-99,3,-5,12,-3,-12,0
UPR XBP1 act,-3,5,-5,-2,-1,-3,0,-5
Gli-Sufu block,-9,-37,-1,.,-4,-5,-39,11
CXCR6 block,8,4,6,36,0,-9,12,-1
Mdm2-MdmX inh,22,5,-4,70*,10,12,-28,24
CCR6 antagonist,8,16,1,48,12,6,15,16

25) CCCCCCCC(=O)NNC(=O)c1c(O)c2ccccc2[nH]c1=O
26) COc1ccc(Cl)cc1-c1csc(N)n1
27) CCCCOc1ccc(N2C(=O)CC(NCCc3ccc(S(N)(=O)=O)cc3)C2=O)cc1 (stereo unspecified)
28) O=C(NCC1CCCO1)c1ccc(CS(=O)(=O)c2ccc(Cl)cc2)o1 (stereo unspecified)
29) Cc1ccccc1NC(=O)CCC(=O)N/N=C/c1cccnc1
30) COC(=O)Cc1ccc(NC(=S)NCCCO)cc1
31) O=C(N/N=C\c1ccc(OCC(=O)N2CCCC2)cc1)C(=O)Nc1ccccc1F
32) CCCNCc1cc(OC)c(OCCC)cc1Cl

entry no.,25,26,27,28,29,30,31,32
697 NFkB inh,10,0,19,12,-5,-1,18,-6
CHOP UPR activ,0.2,1.8,-0.2,0.0,1.5,-0.7,4.4,0.6
EBI2 block,0,3,5,3,8,-2,-10,-3
Jurkat NFkB inh,12,2,4,3,-4,6,7,3
UPR XBP1 act,1,0,-1,1,-3,-1,-1,0
Gli-Sufu block,-2,-7,-83,-3,-4,3,4,9
CXCR6 block,-15,2,-9,-2,1,5,-12,-6
Mdm2-MdmX inh,24,26,-10,19,8,-15,7,15
CCR6 antagonist,-4,6,-14,-1,3,-12,9,6

33) CC1(C)CC(=O)C=C(c2cccc3c2Oc2ccccc2S3)C1
34) COCCOC(=O)c1c(C)oc2ccc(OS(C)(=O)=O)cc12
35) Cc1ccc(-c2csc(NC(=O)c3cccc(S(=O)(=O)N4CCN(C)CC4)c3)n2)cc1
36) COc1ccccc1C1CCN(C(=S)Nc2ccc(Br)cc2)CC1
37) Nc1nc(SCC(=O)Nc2ccc(Cl)c([N+](=O)[O-])c2)n[nH]1
38) CCOC(=O)C1=C(C)N(CCCC(=O)O)C(=O)NC1c1ccccc1OS(=O)(=O)c1ccccc1[N+](=O)[O-] (stereo unspecified)
39) CCOC(=O)c1ccc(NC(=O)Cn2cnc(S(=O)(=O)N3CCCC3)c2)cc1
40) CN1CCN(C2=NCCO2)CC1

entry no.,33,34,35,36,37,38,39,40
697 NFkB inh,4,-10,-47,-2,15,10,-12,.
CHOP UPR activ,2.5,17,6.7,1.0,1.6,0.1,-1.1,.
EBI2 block,6,-7,11,0,-1,-12,-4,-14
Jurkat NFkB inh,8,-5,2,6,-6,12,1,.
UPR XBP1 act,-2,10,12,-2,-3,-1,-2,.
Gli-Sufu block,10,-6,0,6,-5,-7,-14,-13
CXCR6 block,-6,6,-4,-1,7,4,-5,-8
Mdm2-MdmX inh,2,-2,73*,8,21,15,11,.
CCR6 antagonist,10,9,3,4,4,1,-14,4

41) Cc1nn(-c2ccccc2Cl)c2sc(C(=O)Nc3nnc(C4CC4)s3)cc12
42) COc1ccc(Br)c(C(=O)OCc2cc(=O)oc3cc(C)ccc23)c1
43) CSc1ccc(CN(C)C(=O)c2cccc(S(=O)(=O)NCc3ccccc3)c2)cc1
44) CCn1c(=O)c2cc(C(=O)NCCC(C)C)sc2c2ccccc21
45) O=S(=O)(c1ccccc1)N1CCN(c2cccc(Cl)c2)CC1
46) Cn1cccc1C(=O)NC(=O)COC(=O)c1ccc(O)cc1
47) CCOc1ccc(NC(=O)CN(C)C(=O)COc2cccc(CC)c2)cc1OCC
48) CCN(CCNC(=O)C1CCC(=O)N1Cc1ccc(C)cc1)c1ccccc1 (stereo unspecified)

entry no.,41,42,43,44,45,46,47,48
697 NFkB inh,1,-11,-30,15,-5,-5,-20,7
CHOP UPR activ,-1.4,1.4,-0.9,3.0,-0.1,-2.1,-0.4,-1.4
EBI2 block,12,21,14,15,3,-3,8,-11
Jurkat NFkB inh,-4,-4,-7,-11,-3,-3,13,-6
UPR XBP1 act,2,6,-5,13,-4,-3,-1,2
Gli-Sufu block,-3,-16,1,.,9,2,-2,-6
CXCR6 block,0,-7,-7,10,-2,-3,1,-6
Mdm2-MdmX inh,74*,6,21,47,17,-18,-17,13
CCR6 antagonist,12,5,10,9,10,-14,4,1

49) O=C(c1ccc2c(c1)OCO2)N1CCN(S(=O)(=O)N2CCCCC2)CC1
50) CCOc1ccc(N2CC(C(=O)N3CCc4ccccc4C3)CC2=O)cc1 (stereo unspecified)
51) COc1cc(Cl)ccc1OCc1cc(C(=O)NCC(C)c2ccccc2)no1 (stereo unspecified)
52) O=C(COC(=O)c1ccc(NS(=O)(=O)c2ccc3c(c2)OCCO3)cc1)NC1CCS(=O)(=O)C1 (stereo unspecified)
53) COCCNC(=O)c1ccc(-n2c(SCc3cccnc3)nc3ccccc3c2=O)cc1
54) COC(=O)CN(c1cccc(OC)c1)S(C)(=O)=O
55) COc1ccc(OC)c(Nc2c3c(nc4ccccc24)CCC3)c1
56) Nc1[nH]n2c(=O)c3c(nc2c1N=Nc1ccccc1)CCCC3

entry no.,49,50,51,52,53,54,55,56
697 NFkB inh,14,15,14,-7,19,10,-38,-4
CHOP UPR activ,-0.7,1.9,0.7,0.1,-0.1,0.6,0.5,1.4
EBI2 block,3,12,10,1,-4,-8,-13,20
Jurkat NFkB inh,8,0,-4,4,1,3,27,-6
UPR XBP1 act,-1,-6,0,-1,-3,-2,8,3
Gli-Sufu block,-18,-16,1,-15,8,2,.,31
CXCR6 block,-7,-5,-1,-4,1,-1,0,22
Mdm2-MdmX inh,1,7,26,14,5,1,51*,47
CCR6 antagonist,12,-3,-5,14,-4,8,3,28

Complete entries, looked up by structure. Order of values: 697 NFkB inh	CHOP UPR activ	EBI2 block	Jurkat NFkB inh	UPR XBP1 act	Gli-Sufu block	CXCR6 block	Mdm2-MdmX inh	CCR6 antagonist
CCOc1ccc(N2CC(C(=O)N3CCc4ccccc4C3)CC2=O)cc1 (stereo unspecified) in the list: 15	1.9	12	0	-6	-16	-5	7	-3
COCCNC(=O)c1ccc(-n2c(SCc3cccnc3)nc3ccccc3c2=O)cc1 in the list: 19	-0.1	-4	1	-3	8	1	5	-4
COc1ccc(OC)c(Nc2c3c(nc4ccccc24)CCC3)c1 in the list: -38	0.5	-13	27	8	.	0	51*	3
O=C(COC(=O)c1ccc(NS(=O)(=O)c2ccc3c(c2)OCCO3)cc1)NC1CCS(=O)(=O)C1 (stereo unspecified) in the list: -7	0.1	1	4	-1	-15	-4	14	14
COC(=O)CN(c1cccc(OC)c1)S(C)(=O)=O in the list: 10	0.6	-8	3	-2	2	-1	1	8

Screens as filed in PubChem.
